# Screening data from PubChem BioAssay.
# Diaph act CS: counter-screen for diaphorase-based assays: diaphorase activators and chemical reducers; Diaphorase/resazurin coupled assay, resorufin fluorescence, 16 min; hits give high values; 1 = vehicle wells, 0 = NADH-free wells; AID 1229; actives 0.005% (n = 190,000); activation factor at 20 µM;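 active = diaphorase activity raised at least twofold by the compound at 20 µM; inactive = activation factor below 2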
#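 System – purified diaphorase enzyme from Clostridium kluyveri · Input – enzyme 0.07 U/mL final · Also added – final NADH 0.114 mM, resazurin 0.1 mM · Measured by – fluorescence of resorufin, 544 nm excitation, 590 nm emission · Timing – 16 min enzyme reaction, ambient temperature · Measure – resorufin increase flagging diaphorase activators or reducers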
# TNAP inh no acc: inhibitors of human TNAP without phosphate acceptor | P05186 | purified TNAP, CDP-star luminescence, 30 min | inhibition, % at 20 µM | actives 0.26% (n = 200,000) | AID 1012;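 active = tissue-nonspecific alkaline phosphatase inhibition above about 50% at 20 µM in the single-dose screen, limit read from the data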;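 note: 0% = DMSO negative control and 100% = EDTA positive control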
# Target sequence (P05186 whole entry, looked up): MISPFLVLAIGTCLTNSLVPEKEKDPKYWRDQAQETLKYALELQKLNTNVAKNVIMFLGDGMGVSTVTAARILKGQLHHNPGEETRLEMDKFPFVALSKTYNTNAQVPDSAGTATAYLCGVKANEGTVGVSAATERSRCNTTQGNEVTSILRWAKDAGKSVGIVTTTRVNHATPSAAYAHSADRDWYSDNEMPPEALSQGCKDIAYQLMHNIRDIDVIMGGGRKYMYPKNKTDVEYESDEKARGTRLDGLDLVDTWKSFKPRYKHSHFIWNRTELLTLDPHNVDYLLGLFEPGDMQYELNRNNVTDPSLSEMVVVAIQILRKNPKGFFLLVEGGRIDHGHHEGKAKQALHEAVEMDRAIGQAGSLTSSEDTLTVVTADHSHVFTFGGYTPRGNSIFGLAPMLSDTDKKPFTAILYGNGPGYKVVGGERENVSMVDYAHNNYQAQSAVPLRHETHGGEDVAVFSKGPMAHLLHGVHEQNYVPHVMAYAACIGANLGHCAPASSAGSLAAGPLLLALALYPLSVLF
# PMI act hi M6P: increases human PMI activity with near-saturating mannose 6-phosphate | P34949 | coupled PMI enzyme assay, resazurin fluorescence, 20 min; hits give high values; 1 = untreated enzyme, 0 = substrate-free blank | activation factor at 20 µM | actives 0.34% (n = 190,000) | AID 1216;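 active = activation factor of 2 or more at 20 µM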
# Target sequence (P34949 whole entry, looked up): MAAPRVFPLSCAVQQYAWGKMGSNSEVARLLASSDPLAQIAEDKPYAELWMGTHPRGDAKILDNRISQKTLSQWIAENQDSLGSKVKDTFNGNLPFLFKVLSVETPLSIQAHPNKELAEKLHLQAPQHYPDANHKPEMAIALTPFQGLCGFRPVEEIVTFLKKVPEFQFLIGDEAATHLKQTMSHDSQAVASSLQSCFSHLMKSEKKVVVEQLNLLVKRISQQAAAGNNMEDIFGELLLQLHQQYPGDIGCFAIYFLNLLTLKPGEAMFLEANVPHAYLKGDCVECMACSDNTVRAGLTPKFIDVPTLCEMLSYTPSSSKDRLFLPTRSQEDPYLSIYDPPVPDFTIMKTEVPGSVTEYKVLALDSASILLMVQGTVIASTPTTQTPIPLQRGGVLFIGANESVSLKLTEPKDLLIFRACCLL
#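 Test system – human PMI in coupled enzyme assay · Timing – 20 min incubation at room temperature · Detection – Diaphorase-driven resazurin-to-resorufin fluorescence, excitation 544, emission 590 nm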
# TNAP inh hiacc: TNAP (human) inhibition, high acceptor. P05186. purified TNAP, CDP-star luminescence, 1 M DEA. inhibition, % at 20 µM. actives 0.03% (n = 200,000);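 active = over 50% inhibition of tissue-nonspecific alkaline phosphatase at 20 µM in the single-dose screen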;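 note: plate controls were DMSO wells for no effect and EDTA-quenched wells as full inhibition for full effect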
# Diaph inh CS: diaphorase inhibition or chemical oxidation counter-screen. diaphorase resazurin-to-resorufin fluorescence, NADH, 16 min; bacterial (C. kluyveri) enzyme, not human. inhibition, % at 20 µM. actives 0.69% (n = 190,000). AID 1217;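 active = primary screen inhibition at 20 µM above a set limit, cut at about 50% in these data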;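 note: plate controls were DMSO with full reaction for no effect and wells lacking NADH for full effect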
#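 Test system: bacterial diaphorase enzyme (C. kluyveri); Quantity: 0.14 U/mL diaphorase, enzyme working solution; Times: reaction incubation of 16 min at room temperature; Measured by: fluorescence of resorufin formed from resazurin, Ex 544/Em 590 nm; Benchmarks: positive control minus NADH, DMSO neutral control.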
# bIAP activator: intestinal alkaline phosphatase (bovine) activation. activation factor at 20 µM. purified bovine IAP, CDP-star luminescence, 30 min; hits give high values; fold of DMSO-control signal, blank-subtracted. actives 0.17% (n = 200,000);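 active = activation factor of 2 or more at 20 µM, a signal rise over negative controls twice the positive control's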
# L major viab: Leishmania major promastigote growth inhibition; Leishmania major promastigotes, resazurin fluorescence viability; inhibition, % at 10 µM; actives 9% (n = 200,000); AID 1063; in the data active = inhibition above about 50%;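 note: promastigotes grown with compound for 44 hours at 28 °C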
# bIAP inhibitor: intestinal alkaline phosphatase (bovine) inhibition. purified bovine IAP, CDP-star luminescence, 30 min. inhibition, % at 20 µM. 190,000 tested, under 10 active. AID 1019;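 active = over 50% inhibition of intestinal alkaline phosphatase at 20 µM in the single-dose screen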
#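 test system = bovine IAP enzyme | medium = DEA buffer 100 mM, pH 9.8, with MgCl2 1.0 mM, ZnCl2 0.02 mM | detection = luminescence | dosing = single compound dose of 20 µM, 2% DMSO final | incubation = 30 min reaction at room temperature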
# PMI act: phosphomannose isomerase (human) activation. P34949. purified human PMI, coupled resazurin fluorescence, 20 min; hits give high values; 1 = vehicle control, 0 substrate-free wells. activation factor at 20 µM. actives 0.005% (n = 190,000);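 active = activation factor of 2 or more at 20 µM, relative to plate controls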
# TNAP act hiacc: increases human TNAP activity under high phosphate acceptor concentration; 200,000 tested, under 10 active; purified TNAP, CDP-star luminescence, 1 M DEA, 30 min; hits give high values; 0 = EDTA background, 1 = DMSO-only activity; activation factor at 20 µM; P05186; AID 1136;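 active = activation factor at least 2 at 20 µM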
#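 Test system – human TNAP · Doses – 20 µM single point · Incubation – 30 min, room temperature · Signal – luminescent substrate turnover signal · Read-out basis – activation factor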
# * marks the source's active call; other numbers are inactive results. Not a hit list; 10% or so of the library scored in one or more.
no.	Structure	Diaph act CS	TNAP inh no acc	PMI act hi M6P	TNAP inh hiacc	Diaph inh CS	bIAP activator	L major viab	bIAP inhibitor	PMI act	TNAP act hiacc
1	CCCCn1c(SCC(N)=O)nnc1-c1cc(OC)c(OC)c(OC)c1	0.9	-10	0.9	-6	12	1.1	-3	-5	0.8	1.1
2	CCc1ccc(C(=O)N2CCCC2)s1	1	6	1	-1	5	1	-6	4	1	1
3	COc1ccc(-c2cc(C(=O)Nc3ccccc3N3CCOCC3)c3ccccc3n2)cc1OC	0.7	0	0.9	-4	25	1	64*	4	0.9	1
4	Cc1ccc(C)c(CN2CCCNC2=O)c1	1	-3	1.1	0	1	1.2	-2	-15	1.1	1
5	Cc1cc(C)cc(OCCCC(=O)O)c1	0.8	-4	0.8	2	16	0.9	-5	8	0.8	1
6	O=C(Nc1ccccc1)N(Cc1ccc(Cl)cc1)CC(O)C(F)(F)F (configuration not stated)	0.9	-5	0.9	-2	9	1	3	-1	0.9	1
7	COc1ccc(C2(C)NC(=O)N(CC(=O)NCCC3=CCCCC3)C2=O)cc1OC (configuration not stated)	0.9	-5	1	0	11	1	-3	2	0.9	1
8	O=C(Nc1cc(Cl)ccc1Cl)c1ccc(OC(=O)c2ccco2)cc1	1	-19	1.1	-5	4	0.9	-2	8	1	1.1
9	CC(C)CC(C(=O)NCC1CCCO1)N(C(=O)Cn1nnc(-c2ccc(F)cc2)n1)c1cccc(C(F)(F)F)c1 (configuration not stated)	0.9	-2	0.9	2	8	0.9	-4	7	1	1
10	COc1ccc(C2NC(=O)C(C#N)=C(S)N2c2cccc(C)c2)cc1OC (configuration not stated)	0.9	-6	1	0	11	0.9	-1	6	1	1
11	Cc1ccc(S(=O)(=O)c2cc3ccccc3nc2N)cc1	0.8	0	1.1	3	17	1.1	6	-12	1	1
12	CC(=O)Nc1ccccc1NC(=O)c1cccc2ccccc12	0.8	-14	1	1	15	1.1	-4	-6	1	1
13	CN(CC(=O)Nc1ccccc1Cl)C(=O)CSc1nc2ccccc2s1	0.9	-17	1	-3	13	0.7	-2	35	0.9	1
14	COCCNS(=O)(=O)c1ccc2c(c1)n(C)c(=O)n2C	0.9	-1	1	-3	9	0.9	-7	7	1	1
15	CCCCN(C(=O)CCC(=O)Nc1cc(C)on1)C(C(=O)NC(C)(C)C)c1cccc(OC)c1OC (configuration not stated)	0.8	-14	1	-6	16	0.7	1	34	1	1.1
16	On1nnc2c3ccccc3c3ccccc3c21	0.8	-9	0.9	-6	19	1	-7	-2	1	1.1
17	C[C@@H](CN1C2=NC[C@H](C)N2C[C@H]1Cc1ccc(O)cc1)NC(=O)CCC1CCCCC1	1	-8	1.1	-6	3	1	3	-2	1	1.1
18	CN(Cc1c(F)cccc1Cl)C(=O)C1CC(=O)N(CCc2ccccc2)C1 (configuration not stated)	0.9	3	0.9	2	13	1	3	-1	0.9	1
19	CSc1ccc(C#N)cc1NC(=O)c1ccccc1C	1.1	-10	1	-4	-8	1.1	4	-9	1.1	1
20	CN(CC(=O)NCc1ccco1)S(=O)(=O)c1ccc2c(c1)n(C)c(=O)c(=O)n2C	0.8	-14	1	-3	16	0.9	-7	6	1	1
21	COc1ccc(CNC(=O)c2cnc3scc(C)n3c2=O)cc1	0.9	-4	0.8	3	10	0.9	-5	7	0.9	1
22	S=c1[nH]nc(-c2ccccn2)n1/N=C/c1ccccc1	1	22	1.1	2	2	0.9	38	8	1	1
23	COc1ccccc1NC(=O)C1=C(C)NC2=C(C(=O)CCC2)C1c1ccc(C)o1 (configuration not stated)	0.9	-10	0.9	-1	12	0.9	9	7	0.8	1
24	O=C(COC(=O)c1ccc(Br)o1)Nc1ncc(Cl)cc1Cl	0.9	-2	1	6	13	1	1	4	1.1	0.9

# Record cards (already shown). Values in the order: Diaph act CS, TNAP inh no acc, PMI act hi M6P, TNAP inh hiacc, Diaph inh CS, bIAP activator, L major viab, bIAP inhibitor, PMI act, TNAP act hiacc
# Record of `COCCNS(=O)(=O)c1ccc2c(c1)n(C)c(=O)n2C` → 0.9, -1, 1, -3, 9, 0.9, -7, 7, 1, 1
# Record of `CCCCN(C(=O)CCC(=O)Nc1cc(C)on1)C(C(=O)NC(C)(C)C)c1cccc(OC)c1OC` (configuration not stated) → 0.8, -14, 1, -6, 16, 0.7, 1, 34, 1, 1.1

# Gathered by group: the entries above with a cyano group
no.	Structure	Diaph act CS	TNAP inh no acc	PMI act hi M6P	TNAP inh hiacc	Diaph inh CS	bIAP activator	L major viab	bIAP inhibitor	PMI act	TNAP act hiacc
10	COc1ccc(C2NC(=O)C(C#N)=C(S)N2c2cccc(C)c2)cc1OC (configuration not stated)	0.9	-6	1	0	11	0.9	-1	6	1	1
19	CSc1ccc(C#N)cc1NC(=O)c1ccccc1C	1.1	-10	1	-4	-8	1.1	4	-9	1.1	1

# Later entries
no.	Structure	Diaph act CS	TNAP inh no acc	PMI act hi M6P	TNAP inh hiacc	Diaph inh CS	bIAP activator	L major viab	bIAP inhibitor	PMI act	TNAP act hiacc
25	Cc1cc(C)nc(/N=C(/NC(=O)Nc2ccc(Cl)c(Cl)c2)Nc2ccccc2)n1	0.9	-5	0.9	-2	15	0.9	1	9	0.9	1
26	Fc1ccccc1CSc1nncn1NCc1cccs1	0.9	-2	1	-3	6	1	-3	1	1.1	1
27	NC(=O)CN1CCN(c2nc(-c3ccc(F)cc3)cs2)CC1	0.9	-7	0.9	-7	14	1	-9	-1	0.9	1.1
28	FCCCOc1ccc(-c2ccnc(-c3ccccc3)n2)cc1	0.9	-4	0.9	2	12	0.9	-2	14	0.9	1
29	O=C(c1ccc([N+](=O)[O-])cc1)N1CCN(C(=O)c2ccco2)CC1	0.9	-4	1	-1	8	1	1	0	1	1
30	O=C(CCCN1C(=O)c2ccccc2C1=O)Nc1ccc2c(c1)OCCO2	0.9	-13	0.9	-5	13	1	-6	-2	1	1
31	COCCOC(=O)c1[nH]c2c(c1C)C(=O)C(C(=O)OC)C(C)C2 (configuration not stated)	0.9	-10	0.8	4	14	1	3	-1	1	1
32	CCc1cccc(N=c2c([N+](=O)[O-])nn(-c3ccc(Cl)cc3)n2O)c1	0.7	-1	0.8	-1	31	0.7	37	32	0.8	1
33	C=CCn1c(O)c(N=NC(=S)Nc2ccccc2F)c2cc(S(=O)(=O)N3CCOCC3)ccc21	0.8	24	0.7	25	23	0.9	-1	12	0.9	0.8
34	Nc1nnc(SCC(=O)OCC(=O)c2ccccc2Br)s1	1	-9	1.1	-3	1	1	-4	2	1.2	1
35	C=CC12C=CC=CN1C(C(=O)OC)=C(C(=O)OC)C(C(=O)OC)=C2C(=O)OC (configuration not stated)	1	3	1	7	-2	1	2	2	1	0.9
36	O=C1CN(C(=O)OCc2ccccc2)c2ccccc2N1	0.8	10	0.9	-2	17	0.8	-6	22	0.9	1
37	O=C(Nc1cc(S(=O)(=O)N2CCOCC2)ccc1O)c1ccc(NS(=O)(=O)c2ccc(Cl)s2)cc1	0.9	-5	0.9	2	11	0.9	-13	10	0.8	1
38	Cc1ccc(C(=O)Nc2ccc(N3CCN(C)CC3)nc2)cc1	1	6	1	1	2	1.1	-4	-12	1.1	1
39	CN(C1CCCCC1)S(=O)(=O)c1ccc(NC(=S)NC(=O)c2cccs2)cc1	0.7	6	0.8	6	26	0.8	11	23	0.8	0.9
40	O=C(Cc1coc2ccc3ccccc3c12)NCc1ccccc1	0.8	-10	0.9	-3	18	0.8	1	21	0.9	1
41	CCCOC(=O)Nc1ccc(N2CCCCC2)cc1	1.1	-9	1	-6	-6	1	2	-1	0.9	1.1
42	COc1cccc(NC(=S)NNC(=O)Cn2nc(C(F)(F)F)cc2C)c1	0.9	-73	0.9	-6	11	0.9	-5	8	1	1.1
43	O=C(N[C@@H](Cc1ccccc1)c1nc2ccccc2[nH]1)c1cc([N+](=O)[O-])ccc1Cl	0.9	-2	1	-4	11	1	89*	4	1.1	1
44	CC(C)OCCCNC(=O)c1cc2c(=O)n(C)c3ccccc3c2n1C	0.9	-22	0.9	-7	14	1.1	0	-8	0.9	1.1
45	CCCC(=O)N1CCN(c2ccc(NC(=O)c3cccs3)cc2)CC1	1.1	-15	1.1	0	-7	1	0	-4	1.1	1
46	S=C(NCc1ccccc1)N1CCN(Cc2ccc3c(c2)OCO3)CC1	0.9	-8	1	-2	14	1.1	92*	-12	1	1
47	O=S(=O)(c1ccccc1)c1nc(-c2ccccc2)oc1N1CCOCC1	0.9	-3	1.1	-4	9	1.1	0	-10	1.2	1
48	COc1ccccc1CN1C(=O)CN(C2CCCCCC2)C(=O)C1c1ccc(F)cc1 (configuration not stated)	0.8	0	0.8	0	21	1	19	0	0.8	1
49	CC12CCC(C(=O)Nc3ccccc3Br)(C/C1=N\O)C2(C)C (configuration not stated)	0.9	-7	0.9	-4	10	1	-1	4	0.9	1
50	O=c1c2ccccc2nnn1CSc1nnc2sc3ccccc3n12	0.8	-12	0.9	-5	21	1	6	4	0.9	1
51	CCOC(=O)N1CCC(N(CCN(C)C)C(=S)Nc2cc(Cl)ccc2C)CC1	1.1	-12	1.1	-5	-12	1.3	-3	-31	1.1	1.1
52	CCOC(=O)C1=C(c2ccccc2)Nc2ncnn2C1c1cc(OC)ccc1OC (configuration not stated)	0.9	-14	0.9	-5	14	1	100*	3	1	1.1
53	CCN(CC)c1ccc(/C=C2\C(=O)c3ccc(C(=O)O)cc3C2=O)cc1	0.6	57*	0.7	39	42	1	-4	0	0.8	0.6
54	NC(=S)N/N=C\c1c2ccccc2cc2ccccc12	0.8	1	2.3*	-1	20	0.8	15	18	1.6	1
55	CCCCOC(=O)c1ccc(N2C(=O)CC(N3CCN(C/C=C/c4ccccc4)CC3)C2=O)cc1 (configuration not stated)	0.7	-12	0.9	-7	33	1	-6	-1	0.9	1.1
56	COc1ccc(CCNC(=O)C(C(=O)c2ccc(F)cc2)n2ccccc2=O)cc1OC (configuration not stated)	0.8	-8	0.7	-3	18	1	48	4	0.8	1
57	CCOC(=O)Cc1c(Sc2ccccc2)c2cc(C)ccc2n1C	0.8	-13	0.9	-3	19	0.6	0	42	0.8	1
58	COc1ccccc1N1CCN(C(CNS(=O)(=O)c2cccs2)c2cccnc2)CC1 (configuration not stated)	0.9	-12	1	-3	6	1	83*	2	0.9	1
59	Cc1ccc2c(c1)C(c1ccc([N+](=O)[O-])cc1)=NNC(c1ccc(Br)cc1)=N2	1	-14	1	1	3	1	53*	-1	1	1
60	CCOC(=O)N1CCN(C(=O)c2ccc3c(=O)n(CCc4ccccc4)c(=S)[nH]c3c2)CC1	0.9	-10	1.1	0	6	1.1	-1	-8	0.8	1
